High-throughput results as filed in PubChem.
TSG101-PTAP inh: blocks PTAP/TSG101 interaction to inhibit HIV-1 budding. Q99816. 340,000 tested, under 10 active. AID 493005. Fluorescence polarization, FITC-PTAP peptide / Tsg101 binding. Potency, µM (top dose mostly 115 µM), for the others: at the top dose activity change, negative = inhibition, hits mostly inhibitors; active = well fitted inhibition curve with a large enough effect in the main read-out, with a control signal flat, not every such curve was filed as active; inconclusive = small, poorly fitted or top-dose-only effect, or effect the other way, or a change in a side signal; inactive = no such curve, though single readings can be large or run the other way; note: potency is the fitted concentration of half-maximal effect; % of control where 0% means no effect
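Steps: Tsg101 binding domain dispensed (10 uM final), compounds pinned in DMSO, FITC-labeled PTAP-motif peptide added (50 nM final); after 20 min binding at room temperature, polarization measured.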
TSHR antagonist: blocks TSH signaling through the human TSH receptor. P16473. TSHR-expressing cells, TSH-stimulated cAMP HTRF, 2 h; stronger effect = lower value. activity change, negative = inhibition, % at 11.5 µM. actives 0.2% (n = 330,000);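 active = activity change below a set negative limit, meaning inhibition stronger than a set level, cut at about -70% in these data; inconclusive = activity change between two set negative limits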; note: % is set by controls: 0 for no effect and ±100 for the full control effect
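Competitive HTRF cAMP read-out (cryptate anti-cAMP antibody, cAMP-d2; 30 min, room temperature) in freshly harvested TSHR cells. Compounds added before TSH at EC80 (4nM final), followed by 2 hours' incubation at 37 deg C.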
Mito fusion yeast: inhibitors of mitochondrial division or activators of mitochondrial fusion. S. cerevisiae fusion-defective mutant growth rescue, CellTiterGlo 48 h. Potency, µM (titrated, usually from 46.1 µM), for inactives: at the highest dose growth rescue (activation), actives largely listed as activators. actives 0.23% (n = 320,000). AID 485298;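 note: potency is the fitted concentration of half-maximal effect; % of control where 0% means no effect; nearly all actives have a fitted effect of over 45% in size; temperature-sensitive fusion mutants such as fzo1-1 at 37 °C on non-fermentable ethanol glycerol medium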
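Growth-rescue viability read-out: after 48 h at the non-permissive 37C in glycerol/ethanol YPEG, yeast mitochondrial fusion mutants are measured by CellTiterGlo luminescence; compounds (23 nl pinned per well) restoring growth score as division inhibitors or fusion activators.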
a7 integrin act: integrin-mediated muscular dystrophy alleviation activation; Potency, µM (titrated, usually from 38.3 µM), for inactives: at the top dose activation, most hits filed as activators; AID 624291; alpha7betagal myoblasts, beta-gal FDG fluorescence, 48 h; actives 0.064% (n = 350,000);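 note: potency is the fitted concentration of half-maximal effect; 100% = response of the positive control SU9516; nearly all actives have a fitted effect of over 60% in size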
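alpha7betagal+/- myoblasts (passage 13, 250/well) treated 48 h at 37C with compounds at 1:260 dilution of DMSO stock. Lysed, then beta-galactosidase activity read as FDG fluorescence (ex 480/em 540) after 30 min, with pre-read for autofluorescence.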
TCR act: T cell receptor activation; Potency, µM (top dose mostly 9.22 µM), without a hit: top-dose activation of IL-2 secretion, actives largely listed as activators; AID 504894; primary human leukocytes, anti-CD3, IL-2 HTRF, 48 h; 330,000 tested, under 10 active; note: % of control where 0% means no effect
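IL-2 release read by HTRF sandwich (Eu cryptate donor, d2 acceptor, 665 nm emission) after 48 hr exposure of primary human leukocytes to compound together with anti-CD3 beads in the absence of co-stimulatory signals.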
MBNL1-CUG inh: MBNL1-poly(CUG) RNA binding inhibition; Q9NR56; TR-FRET MBNL1-His/biotin-(CUG)12 binding, 665/545 ratio; Potency, µM (doses to about 57.5 µM), for the others: at the top dose activity change, negative = inhibition, actives largely listed as inhibitors; actives 0.036% (n = 280,000); active = well fitted inhibition curve with a large enough effect in the signal ratio, with a control signal flat, not every such curve was filed as active; inconclusive = small, poorly fitted or top-dose-only effect, or effect the other way, or a change in a side signal; inactive = no such curve, though single readings can be large or run the other way; the % refers to the signal ratio; note: potency is the fitted concentration of half-maximal effect; % is set by controls: 0 for no effect and ±100 for the full control effect
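Compound titration spanned 92 nM–58 uM against the MBNL1-His/biotin-(CUG)12 complex. After 60 min at room temperature with 5 nM streptavidin-XL665 and 0.055 ng/ul terbium anti-His, ratiometric 665/545 nm emission (Ex 340 nm) normalized to controls.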
Menin MLL FP TR: menin-MLL binding inhibition, Texas Red mutant peptide; O00255; Menin + Texas Red MLL mutant peptide, fluorescence polarization; Potency, µM (top dose mostly 61.6 µM), inactives show at the highest dose FP activity change, negative = inhibition, most hits filed as inhibitors; actives 0.23% (n = 270,000); AID 1768; active = well fitted inhibition curve with a large enough effect in the polarisation, with a control signal flat, not every such curve was filed as active; inconclusive = small, poorly fitted or top-dose-only effect, or effect the other way, or a change in a side signal; inactive = no such curve, though single readings can be large or run the other way; the % refers to the polarisation; note: potency is the fitted concentration of half-maximal effect; % of control where 0% means no effect; many of its hits are not listed in these tables
CXXC DNA block: inhibitors of human MLL CXXC domain-DNA interaction; Q03164; MLL-CXXC / FITC-HOXA9 DNA fluorescence polarization; Potency, µM (titrated, usually from 115 µM), for inactives: at the highest dose activity change, negative = inhibition, hits mostly inhibitors; actives 0.037% (n = 290,000); AID 2662; active = well fitted inhibition curve with a large enough effect in the polarisation, with a control signal flat, not every such curve was filed as active; inconclusive = small, poorly fitted or top-dose-only effect, or effect the other way, or a change in a side signal; inactive = no such curve, though single readings can be large or run the other way; the % refers to the polarisation; note: potency is the fitted concentration of half-maximal effect
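Purified MLL-CXXC (added from a 7 uM solution) was preincubated 5 min at ambient with pinned compounds in 50 mM Tris-HCl pH 7.5, 50 mM NaCl, 1 mM DTT, 0.05% BSA. Fluorescein-labeled HOX-A9 DNA (50 nM solution) followed, 30 min, then polarization read.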
A-T KAP1 phos: potential ataxia-telangiectasia treatment; […] A-T fibroblasts, KAP-1 phosphorylation AlphaLISA; neocarzinostatin DNA damage 30 min before lysis; Potency, µM (top dose mostly 57.5 µM), inactives show at the top dose activation, most hits filed as activators; actives 0.19% (n = 320,000); AID 485349; note: potency is the fitted concentration of half-maximal effect; % of control where 0% means no effect; nearly all actives have a fitted effect of over 45% in size
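hTERT-immortalized A-T patient fibroblasts ([…]), 500 cells/well in OPTI-MEM, 1% FBS, got compounds for 60 min, then NCS for 30 min at 37C. Lysates were then assayed for phospho-KAP-1 by AlphaLISA (anti-pKAP1 donor, anti-KAP1 acceptor beads), 6 hr at 25C.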
ASM inhibitor: blocks human secretory acid sphingomyelinase | actives 0.006% (n = 340,000) | Potency, µM (highest dose often 57.5 µM), for inactives: at the top dose activity change, negative = inhibition, actives largely listed as inhibitors | P17405 | placental ASM, HMU-PC fluorogenic substrate, 60 min; note: potency is the fitted concentration of half-maximal effect
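Human placenta-derived ASM preincubated with compound 10 min at room temperature, then reacted with 9 uM (final) fluorogenic HMU-PC substrate for 60 min at 37 C. Stop solution raises pH to 10; fluorescence read at Ex 386/Em 447 nm.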
Starred values were filed as active, the others as inactive; ? = inconclusive; . = no result given; [ ] = another dose, or the depositor's remark. Unless noted, calls come from the whole dose curve; as a rule, active = well fitted curve in the direction sought with a large enough effect; inconclusive = small, poorly fitted or top-dose-only effect, or another doubt; inactive = no such curve, though single readings can be large; an effect the other way counts as inactive or inconclusive. A portion of the library; the hit share may differ from the screen's.

SMILES	TSG101-PTAP inh	TSHR antagonist	Mito fusion yeast	a7 integrin act	TCR act	MBNL1-CUG inh	Menin MLL FP TR	CXXC DNA block	A-T KAP1 phos	ASM inhibitor
Cn1c(COc2ccccc2)nnc1SCC(=O)NC1CCCC1	-1%	1	1%	8%	3%	0%	-1%	23%	0%	0%
Cc1ccc2c(n1)CC(C)(C)C/C2=N\O	-4%	6	-1%	-49%[inhibitor]	0%[46.1 µM]	-17%	-10%	-12%	.	0%
Cc1ccc(-n2c(Cc3cccn3C)nnc2SCC(=O)NCc2ccc3c(c2)OCO3)cc1	2%	3	0%	15%[7.66 µM]	6%	8%	-15%	-1%	7%	-7%
O=C(NNC(=O)c1cc([N+](=O)[O-])ccc1Cl)c1cccnc1	-5%	1	4%	?	1%	?	.	-4%	4%	2%
COc1cccc(OCc2nnc(SCC(=O)N3c4ccccc4Sc4ccc(Cl)cc43)o2)c1	-3%	3	14%	0%	-3%[46.1 µM]	5%	-18%	-2%	2%	4%
O=C1NC(=O)C2(COC(c3cccnc3)OC2)S1 (centres undefined)	-1%	7	-1%	-13%	-2%[46.1 µM]	-8%	5%	20%	6%	5%
COc1ccc(-c2nc(C)ncc2N=Nc2ccccc2)cc1	-1%	15	2%	-27%	-3%	?	8%	3%	2%	-16%
C/C(=N\OC(=O)Nc1ccc(Cl)cc1)c1ccc(F)c(F)c1	-1%	-2	-15%	-11%	2%	-3%	56%[activator]	4%	11%	-11%
O=C1CCN(S(=O)(=O)c2ccc(Cl)cc2)CCN1	-1%	-3	-3%	-2%	1%	-1%	.	-2%	6%	0%
O=C(CSc1ccc(Cl)cc1)Nc1cccc(-c2nnc(-c3ccco3)o2)c1	-3%	-15	-1%	18%	1%[46.1 µM]	4%	27%	?	-3%	-4%
O=C(NCCc1ccc(F)cc1)Nc1ccccc1	2%	-10	2%	3%	-1%	1%	19%	27%	-6%	5%
COc1ccc(CCNC(=O)COc2ccc3c(C)cc(=O)oc3c2)cc1OC	-3%	25	-6%	?	-4%	12%	10%	37%[activator]	0%	0%
CCN(CC)C(=O)COc1ccc2c(-c3ccccc3)cc(=O)oc2c1	-4%	4	0%	17%	-4%	?	-17%	0%	0%	1%
CC1CCN(CCCNC(=O)c2nn(C)c3c2CS(=O)(=O)c2ccccc2-3)CC1	-4%	-1	-4%	-2%	1%	-3%	0%	-1%	7%	-1%
CCSC1=N/C(=C\c2ccc(C)s2)C(=O)S1	0%	11	1%	-1%	-3%[46.1 µM]	-12%	11%	9%	-17%	-14%
COc1ccc(NC(=O)CSc2nnc(-c3ccccc3)n2N)cc1	0%	4	-2%	3%	2%[46.1 µM]	-1%	7%	-2%	7%	0%
CCCn1c(NCc2ccc(C)o2)nc2ccccc21	-9%	2	-6%	1%	-10%	0%	0%	-18%	7%	3%
COc1ccc2ccccc2c1/C=N/NC(=O)c1ccccc1F	-2%	15	-3%	0%	.	14%	24%	9%	2%	12%
CCN(CC)S(=O)(=O)c1ccc(NC(=O)Cn2c(=O)oc3ccccc32)cc1	0%	-8	3%	4%	1%	-8%	15%	-11%	18%	-1%
Cc1ccc(S(=O)(=O)N2CCOCC2)cc1C(=O)NC1CCCCC1	-4%	7	0%	5%[7.66 µM]	.	2%	6%	-8%	.	5%
O=C(COC(=O)C1CC1)NCc1ccccc1Cl	-2%	-6	-1%	4%	1%	-1%	3%	1%	0%	0%
CC(=O)N1CCN(C(=O)Cn2c(=O)oc3ccccc32)CC1	-6%	9	3%	-5%	-2%	7%	14%	5%	-3%	0%
O=C(c1ccc(N2CCCC2)c([N+](=O)[O-])c1)N1CCN(S(=O)(=O)c2ccccc2)CC1	-1%	-6	7%	20%	-31%	.	.	.	-12%	-6%
C[C@H](CO)N1C[C@H](C)[C@@H](CN(C)C(=O)NC2CCCCC2)Oc2c(NC(=O)Nc3ccc4c(c3)OCO4)cccc2C1=O	-2%	-13	.	17%	2%	.	.	.	10%	-6%
S=c1[nH]nc2c3c4c(sc3ncn12)CCCC4	-4%	-16	16%	-12%	-69%	8%	11%	-13%	-2%	-2%

Profiles, looked up by structure. Values in the order: TSG101-PTAP inh	TSHR antagonist	Mito fusion yeast	a7 integrin act	TCR act	MBNL1-CUG inh	Menin MLL FP TR	CXXC DNA block	A-T KAP1 phos	ASM inhibitor
Results for `COc1ccc(-c2nc(C)ncc2N=Nc2ccccc2)cc1` → -1%	15	2%	-27%	-3%	?	8%	3%	2%	-16%
Results for `COc1ccc2ccccc2c1/C=N/NC(=O)c1ccccc1F` → -2%	15	-3%	0%	.	14%	24%	9%	2%	12%

An excerpt from above in order of length of the SMILES, lowest first:
SMILES	TSG101-PTAP inh	TSHR antagonist	Mito fusion yeast	a7 integrin act	TCR act	MBNL1-CUG inh	Menin MLL FP TR	CXXC DNA block	A-T KAP1 phos	ASM inhibitor
O=C1CCN(S(=O)(=O)c2ccc(Cl)cc2)CCN1	-1%	-3	-3%	-2%	1%	-1%	.	-2%	6%	0%
COc1ccc(-c2nc(C)ncc2N=Nc2ccccc2)cc1	-1%	15	2%	-27%	-3%	?	8%	3%	2%	-16%
CC1CCN(CCCNC(=O)c2nn(C)c3c2CS(=O)(=O)c2ccccc2-3)CC1	-4%	-1	-4%	-2%	1%	-3%	0%	-1%	7%	-1%

(next part)
SMILES	TSG101-PTAP inh	TSHR antagonist	Mito fusion yeast	a7 integrin act	TCR act	MBNL1-CUG inh	Menin MLL FP TR	CXXC DNA block	A-T KAP1 phos	ASM inhibitor
O=C(C1CCC(=O)N(C2CC2)C1)N1CCN(c2ccc(Cl)cc2)CC1 (centres undefined)	-3%	-8	17%	2%	2%	-1%	.	0%	10%	1%
Cc1cc(C)cc(NC(=O)c2cccn2-c2ncc(C(F)(F)F)cc2Cl)c1	?	-20	-10%	4%	-4%	2%	.	3%	-3%	-12%
CCOc1ccc(NC(=O)CNS(=O)(=O)c2c(C)cc(C)cc2C)cc1	-3%	2	6%	8%	6%	-3%	0%	0%	7%	-5%
CCN(CC)C(c1ccc(F)cc1)c1nnnn1CC1CCCO1 (centres undefined)	-3%	5	1%	-6%	4%	-8%	.	5%	2%	4%
O=C(CSc1nnc(-c2cnccn2)n1Cc1ccco1)c1ccc2ccccc2c1	-1%	-2	2%	-10%	2%	?	15%	-10%	-2%	-5%
CN(CC(=O)Nc1ccc(Cl)c(C(F)(F)F)c1)C(=O)C1CC(=O)N(Cc2ccco2)C1 (centres undefined)	-2%	-7	3%	19%	-2%	.	.	.	-1%	-1%
CCCC(=O)OCC(=O)Nc1cc(Cl)ccc1[N+](=O)[O-]	0%	-8	6%	-24%	-1%	?	6%	9%	0%	0%
N#CC(Sc1ccccn1)c1ccc(Cl)cc1Cl (centres undefined)	-7%	-6	27%	19%	-1%	20%	-8%	-3%	8%	47%[activator]
Cc1[nH]c2ccccc2c1/C=N/NC(=S)NCc1ccccc1	-2%	-12	7%	20%	20%	-3%	?	33%[activator]	1%	-23%
CCOc1ccc(NC(=O)CCNS(=O)(=O)c2cccc3nonc23)cc1	-6%	-5	-8%	-8%	0%	?	6%	30%	-2%	-3%
CCOc1ccc(C(=O)Nc2ccc(NC(=S)NC(=O)CC)cc2)cc1Cl	-4%	0	-3%	-2%	7%[46.1 µM]	?	?	13%	3%	1%
CC(=O)Oc1ccc(-c2csnn2)cc1	-4%	0	-1%	-1%	-1%	2%	-11%	1%	-1%	0%
COc1cc(/C=N/NC(=O)c2ccc(CN(C)S(=O)(=O)c3ccc(C)cc3)cc2)ccc1O	-4%	5	7%	-11%	6%	4%	0%	1%	1%	-4%
COc1ccc(-c2noc(-c3ccc(Br)o3)n2)cc1OC	2%	-8	2%	3%[7.66 µM]	6%	-5%	0%	17%	-4%	0%
O=C(Nc1ccc(N2CCN(C(=O)c3ccco3)CC2)cc1)c1cc(Br)ccc1Cl	-2%	-11	?	-33%	-4%	.	.	.	-8%	-1%
Cc1ccc(S(=O)(=O)N2CCC(=O)N(C(COCc3cccc(C(F)(F)F)c3)Cc3ccccc3)CC2)cc1 (centres undefined)	-1%	-8	-3%	-13%	0%	-9%	-3%	1%	4%	5%
